Abeta rescue: restores growth of yeast expressing A-beta42 peptide | 410,000 tested, 0.063% active | yeast expressing A-beta42, growth rescue, OD600, 48 h; response scale: 0% DMSO, 100% iron-clioquinol control | Potency, µM (top dose mostly 46.1 µM), for the others: at the top dose growth rescue, hits mostly activators; note: potency is the fitted concentration of half-maximal effect; nearly all actives have a fitted effect of over 55% in size
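Yeast A-beta toxicity model in growth medium with pinned compounds, 48 h at 30 C; growth read as absorbance at 600 nm. Normalized to FeCl3/clioquinol equimolar mix (positive) and DMSO (negative).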
GLP1R ag: GLP-1 receptor (human) agonism; HEK293 GLP-1R CRE-luciferase, luminescence, 4-6 h; cells express a hypersensitive GLP-1R form; 380,000 tested, 0.007% active; Potency, µM (highest dose often 45.6 µM), for inactives: at the highest dose activation, most hits filed as activators; AID 624172; P43220; note: potency is the fitted concentration of half-maximal effect; % of control where 0% means no effect
PTHR1 ag: PTHR1 (human) receptor agonism; Q03431; HEK293 GP2 PTHR1 cells, GloSensor cAMP luminescence, 1 h; Potency, µM (highest dose often 115 µM), for inactives: top-dose activation, hits mostly activators; 410,000 tested, 0.075% active; AID 743266; note: potency is the fitted concentration of half-maximal effect; nearly all actives have a fitted effect of over 55% in size; some results filed as inactive show a strong effect at the top dose; inactives centre near -15; many of its hits are not listed in these tables
Target sequence (Q03431 whole entry, looked up): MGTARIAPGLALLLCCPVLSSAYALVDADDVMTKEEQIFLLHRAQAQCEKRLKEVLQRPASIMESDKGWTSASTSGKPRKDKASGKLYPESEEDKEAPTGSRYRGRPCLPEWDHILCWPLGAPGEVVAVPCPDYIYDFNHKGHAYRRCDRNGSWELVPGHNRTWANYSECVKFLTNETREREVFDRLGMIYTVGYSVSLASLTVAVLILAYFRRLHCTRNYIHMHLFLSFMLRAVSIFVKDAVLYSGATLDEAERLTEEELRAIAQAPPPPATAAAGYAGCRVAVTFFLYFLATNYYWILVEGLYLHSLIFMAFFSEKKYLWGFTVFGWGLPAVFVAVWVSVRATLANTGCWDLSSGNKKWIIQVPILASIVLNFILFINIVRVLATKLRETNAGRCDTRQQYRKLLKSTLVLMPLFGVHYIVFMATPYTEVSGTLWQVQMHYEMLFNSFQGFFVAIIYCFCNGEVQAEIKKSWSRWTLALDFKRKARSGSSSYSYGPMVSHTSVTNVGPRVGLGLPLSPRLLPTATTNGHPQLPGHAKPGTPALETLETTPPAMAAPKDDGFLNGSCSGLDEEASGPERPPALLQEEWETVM
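HEK-293-derived GP2 cells expressing PTHR1 and a GloSensor cAMP reporter, 3,000/well, plated overnight, given luciferin plus IBMX (each 0.5 mM as added) for 1 h at 37 °C, then compound for 1 h at 37 °C. Luminescence was read after 15 min at room temperature.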
aSyn yeast inh: alpha-synuclein toxicity inhibition in yeast; Yeast expressing alpha-synuclein, growth rescue, BacTiter-Glo, 24 h; Potency, µM (titrated, usually from 46.1 µM), without a hit: at the top dose growth rescue (activation), actives largely listed as activators; 370,000 tested, 0.14% active; AID 652106; note: potency is the fitted concentration of half-maximal effect; % of control where 0% means no effect; nearly all actives have a fitted effect of over 65% in size
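Screening used galactose-induced yeast with toxic alpha-synuclein levels, exposed to compound for 24 hr at 30 deg C. Cell growth, read with BacTiter-Glo luminescence, gave the measured signal.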
TDP-43 yeast inh: inhibitors of TDP-43 toxicity in yeast; TDP-43 expressing yeast growth rescue, BacTiter-Glo, 24 h; Potency, µM (titrated, usually from 46.1 µM), inactives show at the top dose growth rescue (activation), most hits filed as activators; 410,000 tested, 1.8% active; AID 652104; note: potency is the fitted concentration of half-maximal effect; % of control where 0% means no effect; nearly all actives have a fitted effect of over 50% in size
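In this qHTS, compounds that restore growth of yeast expressing TDP-43 appear as activators. Cells (OD600=0.02, galactose medium, raffinose-pregrown) are incubated with compound 24 hr at 30 deg C and growth is quantified by BacTiter-Glo.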
GLP1R inv ag: GLP-1 receptor (human) inverse agonism; P43220; HEK293 GLP-1R CRE-luciferase, luminescence, 24 h; GLP-1R form is constitutively active; Potency, µM (doses to about 38.3 µM), without a hit: at the top dose activity change, negative = inhibition, hits mostly inhibitors; 410,000 tested, 1.6% active; AID 624417; note: potency is the fitted concentration of half-maximal effect; % is set by controls: 0 for no effect and ±100 for the full control effect; nearly all actives have a fitted effect of over 55% in size
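Cells are plated, allowed 12 hours at 37 deg C, then treated with compounds for 24 hr before luciferase detection reagent is added and luminescence is read after 12 min at room temperature. The HEK293 line carries constitutively active GLP-1R with a cAMP-responsive reporter.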
DRD3 antagonist: D3 dopamine receptor (human) antagonism | P35462 | D3R cells, DiscoveRx beta-arrestin luminescence, antagonist mode; stronger effect = lower value | max response, negative = inhibition, % | 360,000 tested, 2.5% active | AID 652054; in the data active = max response below about -50%; inconclusive = no clear call, values can overlap the other calls; note: % is set by controls: 0 for no effect and ±100 for the full control effect; mostly tested at two doses, the higher about 12 µM
Target sequence (P35462 whole entry, looked up): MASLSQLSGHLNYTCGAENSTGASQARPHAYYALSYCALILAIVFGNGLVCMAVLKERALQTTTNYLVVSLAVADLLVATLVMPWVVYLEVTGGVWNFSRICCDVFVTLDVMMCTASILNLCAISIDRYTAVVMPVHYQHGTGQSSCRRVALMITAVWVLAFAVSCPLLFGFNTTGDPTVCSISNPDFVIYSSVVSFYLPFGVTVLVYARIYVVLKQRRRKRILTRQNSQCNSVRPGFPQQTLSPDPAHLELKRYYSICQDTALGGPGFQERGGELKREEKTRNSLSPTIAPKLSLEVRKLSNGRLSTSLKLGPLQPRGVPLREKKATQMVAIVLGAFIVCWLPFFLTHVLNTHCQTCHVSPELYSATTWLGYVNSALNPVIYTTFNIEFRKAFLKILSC
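Cells expressing the human receptor were seeded at 1500 cells/well, incubated overnight at 37 degrees C in 5% CO2, then exposed to library compounds with dopamine controls for 90 minutes at 37 degrees C before luminescent detection.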
FUS yeast rescue: suppressors of FUS proteinopathy in yeast; S. cerevisiae FUS-expressing, growth rescue, OD600, 24 h; Potency, µM (series often up to 76.6 µM), without a hit: top-dose growth rescue (activation), actives largely listed as activators; 390,000 tested, 0.24% active; AID 1347120;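 note: potency is the fitted concentration of half-maximal effect; plate controls were DMSO vehicle for no effect and reference control for full effect; nearly all actives have a fitted effect of over 55% in size; some results filed as inactive show a strong effect at the top dose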
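Steps: raffinose overnight preculture; dilution to OD 0.005 in 2% galactose minimal medium; compound addition (concentration series); 24hr at 30C, 99% humidity; absorbance read at 600 nm.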
pAkt inh: Akt phosphorylation inhibition | Neuro2A IGF-stimulated pAkt S473 HTRF, 20 min; stronger effect = lower value | activity change, % for hits at 50 µM | 360,000 tested, 0.32% active; in the data active = activity change below about -80%; inconclusive = mostly about -51% to -80%; note: % is set by controls: 0 for no effect and ±100 for the full control effect
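Neuro2A cells (4,500/well, DMEM with 0.5% FBS) were treated with compound at a single 50 µM final concentration, stimulated with 6 nM IGF for 20 min at 37 °C, and lysed. Phospho-Akt Ser473 was read by HTRF as 665/615 ratio ×10^4.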
Active calls of the source: *; i = inactive; ? = inconclusive; . = no result given; & = joins results of further samples; [ ] = another dose, or the depositor's remark. Unless noted, calls come from the whole dose curve; as a rule, active = well fitted curve in the direction sought with a large enough effect; inconclusive = small, poorly fitted or top-dose-only effect, or another doubt; inactive = no such curve, though single readings can be large; an effect the other way counts as inactive or inconclusive.

SMILES	Abeta rescue	GLP1R ag	PTHR1 ag	aSyn yeast inh	TDP-43 yeast inh	GLP1R inv ag	DRD3 antagonist	FUS yeast rescue	pAkt inh
CCC(C)NC(=O)C1CCN(S(=O)(=O)c2ccc3[nH]c(=O)ccc3c2)CC1 (configuration not stated)	0%	-1%	-15%	9%	-14%	11%	13	-14%	i
O=C1Nc2ccc(Cl)cc2C12Nc1ccccc1-c1nnc(SCc3ccccc3F)nc1O2 (configuration not stated)	-2%	-5%	i	-6%	0%	5%	-8	7%	i
Cc1ccc(S(=O)(=O)N2CCN(Cc3ccco3)CC2)cc1C	11%	1%	i	0%	2%	10%	3	-5%	i
COc1ccc(CCNC(=O)C(=O)NCc2ccc(Cl)cc2)cc1OC	-1%	15%	-13%	-10%	12%[9.22 µM]	-9%[7.66 µM]	0	44%	i
COc1ccc(C2(C(=O)c3ccccc3)C(=O)c3ccccc3C2=O)cc1	2%	-1%	-15%	-2%	15%	-2%	-12	15%	i
N/C(CC(=O)Nc1ccc(F)c(Cl)c1)=N\OC(=O)c1cccs1	8%	31%	i	-9%	?	?	4	2%	i
Cc1ccc(CS(=O)Cc2ccc(C(=O)NCc3ccc4c(c3)OCO4)o2)cc1 (configuration not stated)	10%	-5%	i	5%	7%	?	16	11%	i
O=c1c2c(-c3ccccc3)csc2ncn1/N=C/c1ccc(O)c([N+](=O)[O-])c1	-34%	-2%	i	-4%	-1%	4%	-6	-1%	i
O=C(CC(=O)N/N=C/c1cccs1)NCc1ccccc1	2%	8%	i	1%	0%	14%	3	-4%	i
Cc1nn(C)c(C)c1S(=O)(=O)N(CC(=O)N1CCN(c2ccccc2)CC1)c1ccc(C(C)C)cc1	-9%	.	i	.	25%	-4%	.	-8%	.
O=C(Cc1ccccc1)NNC(=O)C1CCCC1	-5%	-7%	i	-5%	-4%	-13%	17	-6%	i
COc1ccc(C2=NN(C3=NN=C(N)Cc4ncnn43)C(O)(C(F)(F)F)C2)cc1 (configuration not stated)	-1%	-3%	10%	-3%	9%	14%	1	-10%	i
O=C(Cn1cc2c(n1)CCCCC2)NC1CCCCCC1	11%	2%	-14%	8%	-5%	18%	-16	-9%	i
COc1ccc(OCCCC(=O)Nc2nc(C)c(C(C)=O)s2)cc1	3%	-1%	-8%	0%	6%[9.22 µM]	2%	-6	1%	i
CC(C)CCN(C(=O)C1CSC2(C)CCC(=O)N12)c1c(N)n(Cc2ccccc2)c(=O)[nH]c1=O (configuration not stated)	-2%	1%	i	1%	18%	2%	4	19%	i
Cc1ccc(C)c(Cn2c(=O)n(CCC(=O)NCc3ccco3)c(=O)c3ccccc32)c1	1%[9.22 µM]	3%	i	-2%	6%	-7%	14	-26%	i
O=C(NCCSCc1ccco1)Nc1cccc(Cl)c1	-3%	-1%	i	-10%	-17%	?	-20	7%	i
Cc1nn(C)c2ncc(C(N)=O)c(Oc3cccnc3)c12	-17%	8%	i	-1%	-8%	19%	-3	18%	i
Cc1nc2cc(C(=O)O)ccc2n1C1CCCCC1	6%	-10%	-9%[57.5 µM]	-1%	-14%	0%	9	15%	i
O=C1CC(c2ccccc2)c2c(O)cc(O)cc2O1 (configuration not stated)	1%	-7%	-60%[inhibitor][57.5 µM]	-3%	-10%	-17%	-1	29%	i
Cc1ccnc(NC(=O)C2CCC(CNc3c(N4CCCC4)c(=O)c3=O)CC2)c1 (configuration not stated)	-11%	-5%	i	-6%	24%	?	-7	-10%	i
COc1ccc(Cl)cc1NC(=O)c1nc(S(C)(=O)=O)ncc1N(Cc1ccc(C)cc1)Cc1ccco1	-13%	.	-19%	.	17%	10%	.	0%	.
Cc1cccc(N(CC(=O)N/N=C/c2ccc(OCC(=O)NCc3ccco3)cc2)S(C)(=O)=O)c1C	-9%	-2%	-13%[57.5 µM]	0%	13%	-5%	56	12%	i
Cn1c(=O)c(=O)n(C)c2cc(S(=O)(=O)N3CCCC3C(=O)Nc3ccc(F)cc3)ccc21 (configuration not stated)	9%&-6%	-3%	-2%&16%	?	6%&-13%	-9%&0%	0	-23%&2%	i
O=C(Oc1nsnc1N1CCOCC1)c1ccccc1	-12%	-1%	-1%[57.5 µM]	-36%[inhibitor]	14%	75%[activator]	-12	-27%	i
Cc1cc(C)cc(NS(=O)(=O)c2cc(Br)cnc2N)c1	33%	1%	i	0%	11%	?	-13	4%	i
O=C(Nc1cccnc1)c1cc(-c2ccccc2)on1	-2%	-7%	-20%[57.5 µM]	0%	3%	19%	24	13%	i
CCc1nc2c(OCCn3cccc3)cccn2c1N(C)C(=O)C1CC1	-4%	4%	-1%	1%	-22%	1%	0	11%	i
CCCN1C(=O)C2(SC(NC(C)=O)=NN2C(C)=O)c2cc(C)ccc21 (configuration not stated)	14%	4%	-8%	-1%	0%	5%	12	10%	i
Cc1cccc(OCCn2c(SCC(N)=O)nc3ccccc32)c1	2%	.	5%	.	10%	6%	.	19%	.
Cc1ccc2cc(C#N)c(N3CCCC3)nc2c1C	-17%	-1%	i	15%	-7%	8%	0	19%	i
CC(C)CC(NC(=O)OCc1ccccc1)C(=O)NC(Cc1ccccc1)C(=O)CCl (configuration not stated)	2%	-6%	-39%[inhibitor]	18%	12%	?	-10	.	i
Cc1ccc(C)c(S(=O)(=O)NC(C)C(=O)Nc2ccc(-c3nc4ccccc4s3)cc2)c1 (configuration not stated)	-6%	0%	-12%	-2%	19%	-5%	44	.	i
Cc1[nH]c2ccccc2c1-c1csc(N)n1	-3%	-1%	-11%	-5%	-10%	-32%	18	-1%	i
CCOC(=O)C1CCN(Cc2nc3ccccc3c(=O)n2-c2ccc(F)cc2)CC1	3%	1%	-16%	-1%	7%	-21%	14	.	i
CCC(Cc1ccccc1)NC(=O)C1CCCCC1 (configuration not stated)	-5%	1%	?	-6%	-8%	-12%	-24	-17%	i
CCN1CCN(C(=O)c2cn(CCOC)c(=O)c3c2c2ccccc2n3C)CC1	23%	0%	-22%[57.5 µM]	2%	-13%	10%	13	11%	.
CN1CCN(c2ccc([N+](=O)[O-])cc2NC(=O)c2ccco2)CC1	2%	-3%	-21%	-2%	-15%	30%	3	6%	i
COc1ccc(-c2c(C(=O)c3ccccc3)[nH]c(N)c2C(=O)NC2CC2)cc1OC	-14%	6%	13%	1%	1%	27%	-22	0%	i
COc1cccc(CNCCc2c[nH]c3ccccc23)c1OCc1ccc(F)cc1	1%	-21%	-11%[57.5 µM]	2%	-1%	?	40	6%	i

Given bar-delimited: part of the list above
smiles | Abeta rescue | GLP1R ag | PTHR1 ag | aSyn yeast inh | TDP-43 yeast inh | GLP1R inv ag | DRD3 antagonist | FUS yeast rescue | pAkt inh
CCOC(=O)C1CCN(Cc2nc3ccccc3c(=O)n2-c2ccc(F)cc2)CC1 | 3% | 1% | -16% | -1% | 7% | -21% | 14 | . | i
Cc1cccc(OCCn2c(SCC(N)=O)nc3ccccc32)c1 | 2% | . | 5% | . | 10% | 6% | . | 19% | .

Later entries.
SMILES	Abeta rescue	GLP1R ag	PTHR1 ag	aSyn yeast inh	TDP-43 yeast inh	GLP1R inv ag	DRD3 antagonist	FUS yeast rescue	pAkt inh
Clc1ccc(-n2nnnc2-c2ccccc2)cc1	-13%	7%	-10%[57.5 µM]	0%	1%	7%	8	9%	i
CCOC(=O)N1CCN(c2c(NCCc3ccc(C)cc3)c(=O)c2=O)CC1	16%	16%	7%	1%	20%	0%	7	-30%	i
Fc1ccc(C(NCCc2ccccc2)c2nnc(-c3ccccc3Cl)o2)cc1 (configuration not stated)	2%	.	-40%[inhibitor]	.	29%	?	.	35%	.
O=C(NCc1ccccc1)c1ccc2nc(N3CCOCC3)sc2c1	-8%	7%	-11%	-2%	-8%	54%[activator]	-6	5%	i
CC(=O)NC(CCS(C)(=O)=O)C(=O)Nc1ccc(Oc2ccccc2)cc1 (configuration not stated)	3%	-3%	i	-3%	8%	5%	-10	-15%	i
Cc1ccc(S(=O)(=O)N2CCCCC2)cc1NC(=O)COC(=O)c1c(F)cccc1F	15%	13%	-28%	-15%	12%	-6%	15	23%	i
O=C(c1cccc([N+](=O)[O-])c1)N1CCN(c2cccc(Cl)c2)CC1	18%	11%	-38%[inhibitor]	10%	11%	?	?	.	i
Cc1cc(=O)n2[nH]c(NCc3ccc(F)cc3)nc2n1	-10%	.	14%	.	4%	11%	.	-10%	.
O=C(c1cccc(N2C(=O)c3ccccc3C2=O)c1)N1CCCCCC1	-1%	0%	-18%	2%	15%	11%	19	-5%	i
COc1ccc(-c2ccc(C(=O)NCc3ccc(N4CCN(C)CC4)cc3)c3occc23)c(C)c1	-1%	-6%	-28%	-17%	7%	?	-7	27%	i
Cc1ccc(OCC(=O)N2CCC(N3CCCCCC3)CC2)cc1	2%	-2%	i	-1%	-3%	-31%	-8	10%	i
CCn1c(=N)n(CC(O)c2cccs2)c2ccccc21 (configuration not stated)	2%	-6%	-2%	0%	21%	-3%	17	-30%	i
O=C(O)c1cc(NCc2ccc3c(c2)OCO3)ccc1N1CCOCC1	-2%	-3%	-3%	.	-3%	7%	29	19%	.
CC(C)(C)CC(=O)Nc1ccccc1N1CCN(c2ccccc2)CC1	10%	15%	-11%	-8%	6%	?	1	6%	i
CC(C)Cc1ccc(-c2cc(=O)[nH][nH]2)cc1	14%	1%	i	6%	20µM*	17%	-5	-20%	i
O=C(CCn1c(=S)[nH]c2ccccc2c1=O)NCCSCc1ccccc1	-16%	9%	i	4%	-8%	-7%	-9	15%	i
N#Cc1nc(COc2cccc(Cl)c2)oc1N1CCCC1	25%	16%	-32%	8%	14µM*	-19%	0	6%	i
Cc1ccc(NC(=O)CCS(=O)(=O)c2ccc3c(c2)NC(=O)C(C)S3)nc1 (configuration not stated)	-21%	4%	-16%	-10%	1%	-13%	-2	-10%	.

Screens: PubChem, National Center for Advancing Translational Sciences (NCATS)

These rows are one share of the data. The share of hits here may be higher or lower than overall.
